From PubChem
Myeloid diff 2 – induction of myeloid progenitor differentiation, primary screen, cell-based, flow cytometry, MLPCN library; hit rate 1% among 360,000; ER-HoxA9 myeloid progenitors, lysozyme-GFP differentiation; AID 624256, 2012; calls only at 10 µM;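 active = normalized GFP-positive differentiation at or above the plate's own cutoff, the solvent-only control mean plus 3 SD; inconclusive = no clear call, values can overlap the other calls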;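 also: cells exposed to compound for four days before flow analysis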
Rac1 GTP hydrolysis – MgcRacGAP GTPase-activating activity inhibitors, confirmation, biochemical, ADP Hunter fluorescence; Rac GTPase-activating protein 1 (Homo sapiens); MgcRacGAP-stimulated Rac1 GTP hydrolysis, ADP Hunter fluorescence; higher % means a stronger effect; GST-tagged Rac1 F28L mutant substrate; inhibition, % at 30 µM, or IC50 in µM where a hit was titrated; hit rate 0.6% among 340,000; AID 624330, 2012;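 active = first-screen hits whose inhibition reached a set limit at any dose in the follow-up dose series; inconclusive = inhibition above the set first-screen limit but never retested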;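 also: fluorescence reports GDP produced by GAP-driven GTP hydrolysis; strong numbers were not always called active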
Myeloid diff 2 GFP+ MAC1+ % – further read-out of Myeloid diff 2, marked with its call; GFP+ MAC1+ double positive, %; measured here: differentiation confirmed by MAC1 staining
Starred values were filed as active, the others as inactive; i = inactive; ? = inconclusive; . = not tested or not shown. Some of the compounds tested (hit frequency here may not be typical).

Sample of the layout:
smiles,Myeloid diff 2,Rac1 GTP hydrolysis,Myeloid diff 2 GFP+ MAC1+ %
COc1ccc(/C=C2\SC(=S)N(CCC(=O)N3CCOCC3)C2=O)cc1OC,i,10%,0.9
COc1cc(C(=O)NCCCN2CCCC2=O)ccc1OCc1ccc(Cl)cc1Cl,i,3%,0.6
C[C@@H]1CN[C@H](CCO)/C1=C\c1ccccc1,i,5%,0.9
Cc1ccc(O)c(C(=O)c2cnn(C(=O)c3cccc(S(=O)(=O)N(C)C)c3)c2)c1,i,3%,1.0
C[C@@H]1CN([C@@H](C)CO)C(=O)CCCn2nncc2CO[C@H]1CN(C)Cc1cccnc1,i,7%,0.7

The list itself, from the first entry:
smiles,Myeloid diff 2,Rac1 GTP hydrolysis,Myeloid diff 2 GFP+ MAC1+ %
COc1ccc(/C=C2\SC(=S)N(CCC(=O)N3CCOCC3)C2=O)cc1OC,i,10%,0.9
COc1cc(C(=O)NCCCN2CCCC2=O)ccc1OCc1ccc(Cl)cc1Cl,i,3%,0.6
C[C@@H]1CN[C@H](CCO)/C1=C\c1ccccc1,i,5%,0.9
Cc1ccc(O)c(C(=O)c2cnn(C(=O)c3cccc(S(=O)(=O)N(C)C)c3)c2)c1,i,3%,1.0
C[C@@H]1CN([C@@H](C)CO)C(=O)CCCn2nncc2CO[C@H]1CN(C)Cc1cccnc1,i,7%,0.7
COc1ccc(C(=O)Nc2ccc(N3CCOCC3)cc2)cc1S(=O)(=O)N1CCOCC1,i,2%,0.3
Cc1cn([C@H]2C[C@H](O)[C@@H](CNCc3ccccc3)O2)c(=O)[nH]c1=O,i,7%,1.0
COc1cccc(NC(=O)CN(C)C(=O)c2ccc(OCC3CCCO3)cc2)c1 (stereo unspecified),i,5%,0.5
CNc1nc(NC)nc(NNC(=O)c2ccccc2)n1,i,-4%,0.9
O=C(Nc1ccc2c(c1)C(N1CCOCC1)c1ccccc1-2)C(F)(F)F (stereo unspecified),i,5%,0.8
O=[N+]([O-])c1ccc(COc2ccc(CN3CCCC3)cc2)cc1,i,-2%,1.6
CC1(C)CC(=O)C=C(c2ccc(COC(=O)/C=C/c3ccccc3)cc2)C1=O,i,11%,0.3
CCCN1CCN(C(=O)c2ccc(S(=O)(=O)N(C)c3ccccc3OC)cc2)CC1,i,-24%,1.2
COc1ccc(NC(=O)C[C@H]2C(=O)N(CCc3ccccc3)C[C@@H]2C)cc1,i,7%,0.7
CC(O)C1CCC2C3CCC4CC(O)CCC4(C)C3C(=O)CC12C (stereo unspecified),i,-3%,2.1

Next part.
smiles,Myeloid diff 2,Rac1 GTP hydrolysis,Myeloid diff 2 GFP+ MAC1+ %
CC(C)N1CCN(S(=O)(=O)c2ccccc2)c2ccccc21,i,7%,1.2
CC1CCCC(C)N1C(=O)CN1C(=O)NC2(CCOc3ccccc32)C1=O (stereo unspecified),i,2%,0.6
CN(C(=O)c1cc(COc2ccc(F)cc2Cl)on1)C1CCOC1 (stereo unspecified),i,10%,0.8
O=C1c2ccccc2C(=O)N1CCC#C/C=C1\c2ccccc2C(=O)N1c1ccccc1,i,18%,1.8
COc1ccc(-c2ccc3c(c2)[C@@H]2C[C@H]4[C@@H](C(=O)N2CC3)[C@H](C)ON4C)cc1,i,12%,1.7
CC1C(=O)N(Cc2cn(CCC3OCCO3)nn2)CCS(=O)(=O)N1Cc1ccc(-c2cccc(N(C)C)c2)cc1 (stereo unspecified),i,4%,0.4
COc1ccc(S(=O)(=O)N2CCN(CC(=O)N3c4ccccc4CC3C)CC2)cc1OC (stereo unspecified),i,11%,0.6
COc1ccc(CN2C(=O)C(CC(=O)NCc3cccs3)CC(C(=O)N3CCOCC3)=C2C)cc1 (stereo unspecified),i,13%,0.2
Cc1cc(C)c(CN2CCN(CCCn3ccc(NC(=O)OCc4ccccc4)nc3=O)CC2)c(C)c1,i,1%,0.2
O=C(COC(=O)c1nc(Cl)ccc1Cl)Nc1cccc(S(=O)(=O)N2CCOCC2)c1,i,-6%,0.7
O=C(O)C1=CC2C=C(Cl)C=CC2OC1=O (stereo unspecified),i,1%,0.7
Cn1c2nc(=O)n(-c3ccccc3)c(=O)c-2nc2c1CCCC2,i,15%,0.8
Cc1cccc(NC(=O)CNC(=O)c2cc(C3CC3)nn2-c2ccccc2)c1C,i,0%,0.6
C#CCN(C[C@H]1[C@H](OC(=O)Nc2c(C)noc2C)[C@H](OC(=O)Nc2c(C)noc2C)C[C@H]2C(=O)N(c3ccccc3)C(=O)[C@@H]12)S(=O)(=O)c1ccc(C)cc1,i,3%,0.7
COc1ccccc1OCC(=O)NCC1CCCN(C(=O)c2cccc(C)c2)C1 (stereo unspecified),i,12%,0.7

Remaining list, next part:
smiles,Myeloid diff 2,Rac1 GTP hydrolysis,Myeloid diff 2 GFP+ MAC1+ %
Cc1n[nH]c(C)c1NC(=O)CN1CCN(S(=O)(=O)c2ccc(C(F)(F)F)cc2)CC1,i,19%,1.0
O=S(=O)(c1ccc(Br)cc1F)N1CCC(O)CC1,i,6%,0.9
C=CCCC1CN(Cc2ccco2)S(=O)(=O)c2c(F)cccc2O1 (stereo unspecified),i,8%,0.8
O=c1[nH]c(=S)[nH]c2nccnc12,i,1%,0.3
COCCN(C(=O)c1cc(CN2C(=O)c3ccccc3C2=O)ccc1OC)c1c(N)n(CC(C)C)c(=O)[nH]c1=O,i,7%,0.7
O=[N+]([O-])c1ccc2nc(NN=Cc3ccc(O)cc3)sc2c1,?,2%,.
COc1ccc(C(=O)OCC(=O)NCC2CCCCC2)cc1F,i,4%,0.6
C[C@@H]1CN([C@@H](C)CO)S(=O)(=O)c2ccc(Br)cc2O[C@@H]1CN(C)C(=O)NC1CCCCC1,i,13%,0.2
CCN(CC(=O)Nc1ccc(NC(C)=O)cc1)C(=O)C1CC(=O)N(c2ccc3c(c2)OCCO3)C1 (stereo unspecified),i,30%,1.4
O=CNc1ccc2c(c1)Cc1cc([N+](=O)[O-])ccc1-2,?,5%,.
CCC(=O)c1ccc(OCC(=O)OCc2csc(CC(=O)Nc3ccccc3C)n2)cc1,i,-3%,0.9
CCCCN(C(=O)c1ccc(NC2CC2)c([N+](=O)[O-])c1)c1c(N)n(CCCC)c(=O)[nH]c1=O,i,8%,0.8
COc1cc(OC)c(C(=O)c2ccccc2[N+](=O)[O-])c(OC)c1,i,10%,0.5
COC(=O)C1C2CC3c4[nH]c5cc(OC)ccc5c4CCN3CC2CC(O)C1OC (stereo unspecified),i,3%,1.9
CN(CCc1ccccc1)C(=O)c1ccc(NC(=O)Cc2ccc(NC(=O)C3CCCN(C(=O)CCc4ccccc4)C3)cc2)cc1 (stereo unspecified),i,4%,0.3

(further entries)
smiles,Myeloid diff 2,Rac1 GTP hydrolysis,Myeloid diff 2 GFP+ MAC1+ %
Cc1nc2[nH]c(=S)[nH]c2c(=O)[nH]1,i,17%,0.7
CC(NC(=O)C(Cc1ccccc1)=NO)c1ccccc1 (stereo unspecified),i,-2%,0.6
O=C(c1cccnc1)N1CCC2CC1c1c(Cl)cccc12 (stereo unspecified),i,13%,2.6
COc1cccc(C(=O)NNC(=O)c2ccc3ccccc3c2)c1,i,-7%,0.9
CCN(Cc1cnn(C)c1)C(=O)c1ccc2nc(Cc3ccccc3F)oc2c1,i,11%,0.6
COCOCCn1cc(CN2CCS(=O)(=O)N(Cc3ccc(-c4ccc(C)cc4)cc3)C(C)C2=O)nn1 (stereo unspecified),i,10%,0.7
COc1cc2c(c(OC)c1OC)-c1ccc(NCc3ccccc3)c(=O)cc1C(NC(C)=O)CC2 (stereo unspecified),?,7%,.
Nc1c(N(CCO)C(=O)c2ccccc2OCc2ccccc2Cl)c(=O)[nH]c(=O)n1Cc1ccccc1,i,5%,0.3
C[C@H]1NC(=O)[C@]2(C)[C@@H](c3ccccc3)[C@H]3COc4ccccc4[C@H]3N2C1=O,i,0%,0.5
NS(=O)(=O)c1ccc(CCNC(=O)/C=C/c2ccc(S(=O)(=O)N3CCOCC3)cc2)cc1,i,5%,0.5
CC(=O)N1CCN(C(=O)c2cc(S(=O)(=O)N(C)Cc3ccccc3)ccc2Cl)CC1,i,4%,0.5
COc1cc2oc(=O)cc(-c3cccc(-c4cccc(C)c4)c3)c2c(OC)c1OC,i,7%,0.4
COc1ccc(OCCCC(=O)OCC(=O)Nc2ncc(Cl)cc2Cl)cc1,i,6%,1.7
C#CCOCCOCCOCCNc1nc(N2CCN(C(=O)[C@H](CO)n3cc([C@@H](N)C(C)C)nn3)CC2)nc(N2CCN(C(=O)[C@H](CO)n3cc([C@@H](N)C(C)C)nn3)CC2)n1,i,8%,0.6
N#CC1(NC(=O)COC(=O)Cc2c[nH]c3ccccc23)CCCCC1,i,-26%,1.2

Next part
smiles,Myeloid diff 2,Rac1 GTP hydrolysis,Myeloid diff 2 GFP+ MAC1+ %
CC[C@H]1C(c2ccc(F)cc2)=NN(c2ccccc2)[C@@H]1CO,i,4%,2.2
C[C@]12c3[nH]c4cc(-c5ccco5)ccc4c3CCN1C(=O)[C@@H](CC(=O)NCCC1=CCCCC1)C[C@@H]2C(=O)N1CCOCC1,i,9%,0.8
CCN(CC)C(=O)[C@H]1C[C@H](CC(=O)NCc2ccco2)C(=O)N2CCc3c([nH]c4cc(-c5ccco5)ccc34)[C@]12C,i,11%,3.0
Cc1cccc(-c2nnc(C(C)Nc3cccc(C(=O)NC4CC4)c3)o2)c1 (stereo unspecified),i,16%,0.7
O=C(O)CC1(CC(=O)Nc2nccs2)CCCCC1,i,2%,1.5
CCOC(=O)N1CCN(C(=O)C2CCC(=O)N(Cc3ccccc3OC)C2)CC1 (stereo unspecified),i,5%,1.0
O=C(CC1CCCC1)N1CCN(S(=O)(=O)c2cccc(Br)c2)CC1,i,5%,2.5
CSc1ccc(S(=O)(=O)NCC(=O)OCC(=O)N(C)CC(=O)Nc2ccc(F)cc2)cc1[N+](=O)[O-],i,4%,0.6
Cc1ccc(S(=O)(=O)N2CCN(C(=O)COC(=O)/C=C/c3cccc([N+](=O)[O-])c3)CC2)c(C)c1,i,11%,0.7
CC(=O)Nc1ccc2c(O)cc(S(=O)(=O)O)cc2c1,i,7%,1.1
COc1ccccc1N1CCN(S(=O)(=O)CCNC(=O)COc2ccccc2)CC1,i,16%,1.6
Cc1cc2oc(=O)cc(-c3ccccc3)c2c(C)c1-c1ccc(F)c(Cl)c1,i,-4%,2.9
Cc1ccc(S(=O)(=O)N2CCN(C(=O)c3cc(S(=O)(=O)N4CCOCC4)ccc3Cl)CC2)c(C)c1,i,4%,1.7
COc1ccc(NC(=O)CN(C)C(=O)c2ccc(C)c(S(=O)(=O)N3CCCCC3)c2)cc1,i,7%,0.6
COc1ccc(CCCN2CCC(CN3C(=S)NC[C@@H]3Cc3ccccc3)CC2)cc1OC,i,9%,0.7

3 structures out of the list, arranged by count of non-hydrogen atoms, high to low.
smiles,Myeloid diff 2,Rac1 GTP hydrolysis,Myeloid diff 2 GFP+ MAC1+ %
COc1ccccc1N1CCN(S(=O)(=O)CCNC(=O)COc2ccccc2)CC1,i,16%,1.6
Cc1cccc(-c2nnc(C(C)Nc3cccc(C(=O)NC4CC4)c3)o2)c1 (stereo unspecified),i,16%,0.7
O=C(O)CC1(CC(=O)Nc2nccs2)CCCCC1,i,2%,1.5

Carrying on.
smiles,Myeloid diff 2,Rac1 GTP hydrolysis,Myeloid diff 2 GFP+ MAC1+ %
COC(=O)CCN(Cc1ccccc1)S(=O)(=O)c1ccccc1Br,i,1%,0.7
O=[N+]([O-])c1ccc2c(c1)Cc1cc(F)ccc1-2,i,-2%,1.9
CON=C1C=C(C)C(=O)C(C)=C1C,i,-4%,0.2
COc1ccc(NC(=O)C2CCCCN2S(=O)(=O)c2ccccc2)cc1S(=O)(=O)N1CCOCC1 (stereo unspecified),i,4%,1.3
O=C1Nc2cc(C(=O)N3CCOCC3)ccc2S/C1=C/c1ccccc1F,i,19%,0.4
CC1(C)CC(=O)C=C(c2cccc(OC(=O)c3ccc(Br)cc3)c2)C1=O,i,13%,0.9
CCOc1ccccc1NC(=O)COC(=O)C1COc2ccccc2O1 (stereo unspecified),i,22%,0.4
COC(=O)c1c(NC(=O)C2COc3ccccc3O2)sc2c1CCN(C(=O)OC)C2 (stereo unspecified),i,17%,0.5
CCCCCCn1c(=O)n2n(c1=O)C[C@]1(OC(=O)NC3CC3)CN(S(=O)(=O)c3ccc(C)cc3)C[C@]1(O)C2,i,12%,1.0
COc1cccc(C2=NN(C(=O)C3CC3)C(O)(C(F)(F)F)C2)c1 (stereo unspecified),i,12%,1.3
C[C@H]1CN([C@@H](C)CO)S(=O)(=O)c2ccc(C#Cc3ccccn3)cc2O[C@@H]1CN(C)C(=O)C1CC1,i,10%,0.5
CCc1ccc(CN(C)Cc2c(C(=O)N3CCOCC3)nc3c(C)cccn23)nc1,i,6%,2.6
Cc1ccc(CNC(=O)COC(=O)c2ccc(S(=O)(=O)N3CCCCCC3)cc2)cc1,i,-4%,1.0
Clc1ccc(-c2nnc(-c3cccc4ccccc34)o2)cc1,i,2%,0.8
COc1ccncc1-c1ccccc1C1=CC(=O)CC(C)(C)C1=O,i,10%,0.5
Cc1ccc(NS(=O)(=O)c2ccc(-n3cccn3)cc2)c(Br)c1,i,2%,0.6
CS(=O)(=O)c1ccccc1C(=O)N1CCN(S(=O)(=O)c2ccc(C3CCCCC3)cc2)CC1,i,0%,1.0
